Bioassay records: PubChem BioAssay, several laboratories
SR-BI uptake up: SR-BI HDL lipid transfer activation | activation, % at 12.5 µM | AID 504775 | CHO ldlA[mSR-BI] cells, DiI-HDL uptake fluorescence, 3 h; 100 = double the neutral-control signal | hit rate 0.096% among 320,000;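 active means mean replicate activation of at least 60% and every replicate at or above 60%; inconclusive means mean or all-replicate condition met, but not both; inactive means mean below 60% and not all replicates reaching 60%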;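 further: 0% = median plate neutral-control signal and 100% = twice that signal; values of inactives mirror those of a sister screen read the other way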
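System: LDL receptor-deficient CHO ldlA cells overexpressing murine SR-BI | Timing: 3 h uptake period with compound, 37 °C | Medium: HEPES-buffered (25 mM, pH 7.4) F12 plus 0.5% BSA | Dosing: Single-point compound dose | Signal: Bottom-read fluorescence, 550/595 nm | Read-out: Retained DiI signal reflecting DiI-HDL uptake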
MITF TRPM1 HTS: increases MITF-driven TRPM1 promoter luciferase signal. activation, % at 12.5 µM. hit rate 0.75% among 300,000. SK-MEL-5 TRPM1-promoter luciferase, 24 h; % of positive control, neutral wells = 0;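 active means mean activation of at least 80% with every replicate also reaching 80%; inconclusive means mean reaches 80% but some replicate falls short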;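 further: 0% = neutral control wells and 100% = parthenolide positive control wells; values of inactives mirror those of a sister screen read the other way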
SR-BI HDL uptake: mouse SR-BI HDL lipid transfer inhibition; ldlA[mSR-BI] CHO cells, DiI-HDL uptake fluorescence, 3 h; hit rate 0.96% among 320,000; inhibition, % at 12.5 µM; AID 488896;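 active means mean replicate inhibition of at least 70% and a set share of replicates each scoring 70 or more; inconclusive means meets just one of the two criteria; inactive means fails both criteria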;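 further: 0% = median of neutral control wells and 100% = median of positive control wells; values of inactives mirror those of a sister screen read the other way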
NSD2 HMT inh: blocks human histone methyltransferase NSD2; hit rate 0.54% among 310,000; inhibition, % at 12.5 µM; NSD2 peptide methylation, AlphaScreen, 120 min; O96028; AID 743445; in the data active means inhibition above about 50%
CDK5 p35 inh: blocks human CDK5/p35 kinase activity; Q00535+Q15078; AID 488839; inhibition, % at 10 µM; Recombinant CDK5/p35, ADP-Glo luminescence, 60 min; hit rate 0.01% among 330,000;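 active means highest replicate inhibition of at least 50% and at least 75% of replicates reaching 50%; inconclusive means only one of the two criteria met; inactive means both criteria failed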;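 further: plate controls were DMSO neutral control for no effect and GW8510 at 10 µM for full effect; many of its hits are not listed in these tables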
Target sequence (Q00535 whole entry, looked up): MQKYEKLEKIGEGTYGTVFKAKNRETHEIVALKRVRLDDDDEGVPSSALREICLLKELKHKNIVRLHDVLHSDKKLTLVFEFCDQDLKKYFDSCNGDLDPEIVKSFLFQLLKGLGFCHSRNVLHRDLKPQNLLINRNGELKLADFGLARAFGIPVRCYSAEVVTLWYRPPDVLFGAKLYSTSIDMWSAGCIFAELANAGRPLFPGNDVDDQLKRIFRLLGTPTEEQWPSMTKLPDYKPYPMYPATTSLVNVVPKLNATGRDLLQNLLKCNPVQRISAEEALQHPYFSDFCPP
Target sequence (Q15078 whole entry, looked up): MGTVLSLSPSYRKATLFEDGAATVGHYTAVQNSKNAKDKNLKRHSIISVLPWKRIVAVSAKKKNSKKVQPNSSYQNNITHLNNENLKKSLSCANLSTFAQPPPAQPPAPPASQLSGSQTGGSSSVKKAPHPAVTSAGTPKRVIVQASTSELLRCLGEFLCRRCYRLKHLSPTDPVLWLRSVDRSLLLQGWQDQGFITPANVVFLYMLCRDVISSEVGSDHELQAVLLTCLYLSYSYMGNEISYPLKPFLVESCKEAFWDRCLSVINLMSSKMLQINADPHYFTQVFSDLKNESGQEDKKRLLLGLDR
Arr AP2 block: human beta-arrestin and AP2 interaction inhibition | FITC-arrestin peptide / GST-AP2 beads, flow cytometry; AP2 beta2 appendage carries R879A mutation | inhibition, % at 10 µM | hit rate 0.31% among 340,000;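 active means inhibition above a set limit, near 3 SD of compounds lacking own fluorescence, cut at about 54% in these data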;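 further: plate controls were DMSO wells for no effect and 5 µM unlabelled arrestin peptide for full effect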
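System: GST-AP2 R879A glutathione beads | Also added: FITC-arrestin peptide, 50 nM | Times: 12 min plus 1 h, RT | Signal: Bead flow cytometry, FITC channel | Buffer or medium: PBS with 0.05% Tween 20 and 0.1% BSA | Read-out basis: Percent drop in bead-associated FITC signal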
Mot1-301 SUMO: blocks SUMOylation pathway, rescuing yeast Mot1-301 growth | S. cerevisiae Mot1-301 growth rescue, ATP luminescence, 38.5C; percent above DMSO median, 100 means doubled | growth rescue, % at 18.8 µM | hit rate 1% among 320,000;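 active means every valid replicate shows activation above 250% relative to neutral control wells; inactive means the rest, any valid replicate at or below 250%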;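 further: OY570 slx delta 5 strain wells were the positive control but not used for scaling; some compounds called inactive have numbers as strong as hits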
PKA-R1A activ: activators of PKA-R1A complex; activation, % at 11.4 µM; PKA-R1A dissociation, Cy5-IP20 fluorescence polarization; scaled: DMSO 0%, 113 µM cGMP 100%; hit rate 0.083% among 340,000; P00514+P68181; AID 504707;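 active means percent activation above the mean of all tested compounds plus 3 SD, cut at about 19% in these data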;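 further: higher means more PKAc released from R1A so a rise in polarization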
dFosB activator: mouse delta FosB homodimer activation; P13346; purified delta FosB, TAMRA-CDK5 oligo fluorescence polarization; percent of positive-control signal above neutral wells; activation, % at 25 µM; hit rate 0.99% among 340,000;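 active means mean activation above about 17%, with every replicate also reaching it, limit read from the data, passing the limit was not always enough; inconclusive means only one of the two conditions met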;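 further: fluorescence polarization rise as delta FosB binds a TAMRA Cdk5 AP-1 oligo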
Target sequence (P13346 whole entry, looked up): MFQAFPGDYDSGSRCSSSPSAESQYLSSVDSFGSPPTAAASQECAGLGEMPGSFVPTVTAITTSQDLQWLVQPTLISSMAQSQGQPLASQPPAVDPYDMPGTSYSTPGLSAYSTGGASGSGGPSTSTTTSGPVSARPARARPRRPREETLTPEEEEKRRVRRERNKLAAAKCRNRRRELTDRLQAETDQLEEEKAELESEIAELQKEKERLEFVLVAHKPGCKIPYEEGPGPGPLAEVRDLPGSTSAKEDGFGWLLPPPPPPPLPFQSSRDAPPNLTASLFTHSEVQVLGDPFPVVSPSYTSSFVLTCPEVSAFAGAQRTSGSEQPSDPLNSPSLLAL
Pemphigus Ab inh: inhibitors of pemphigus antibody binding to human desmoglein-3 | P32926 | DSG3-coupled beads, scFv-anti-DSG3-GFP binding, flow cytometry; active compounds read low | binding (percent of control), % at 10 µM | hit rate 0.48% among 310,000 | AID 588358;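 active means binding more than 3 SD below its plate's average and above zero; inconclusive means below that plate limit but binding exactly zero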;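 further: hits lower antibody fragment binding to DSG3; some compounds called inactive have numbers as strong as hits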
PKA-R2B activ: activates the human PKA-R2B holoenzyme complex. P22694+P31323. PKA-R2B holoenzyme dissociation, Cy5-IP20 fluorescence polarization; R2B truncated from residue 108, S112A mutant; 0% DMSO only, 100% 113 µM cGMP. activation, % at 11.4 µM. hit rate 0.079% among 340,000;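 active means activation above a cutoff set at the mean over all compounds plus 3 SD, cut at about 18% in these data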;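 further: higher means more holoenzyme dissociation and a rise in polarization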
Starred values were filed as active, the others as inactive; ? = inconclusive; . = no result given. Rows are unselected; any-hit rate near 4.7%.

SMILES	SR-BI uptake up	MITF TRPM1 HTS	SR-BI HDL uptake	NSD2 HMT inh	CDK5 p35 inh	Arr AP2 block	Mot1-301 SUMO	PKA-R1A activ	dFosB activator	Pemphigus Ab inh	PKA-R2B activ
O=C(CN1C(=O)S/C(=C\c2ccc(Cl)cc2)C1=O)NNC(=O)c1ccccc1O	19	-11	-19	-1	-2.3	6	79	-15	26*	84	-2
CCCCCCCC(=O)N/N=C/c1ccco1	5	-9	-5	2	-0.9	38	4	7	-6	103	-9
CN(C)c1nc(NCc2ccccc2)nc(N/N=C/c2ccc(Cl)cc2Cl)n1	-52	1	52	-2	-0.4	7	-8	1	17*	103	6
CC(=O)c1cccc(OCC(=O)N2CCN(c3ccc(C(F)(F)F)cn3)CC2)c1	3	-1	-3	-3	-0.3	-14	-3	-23	-3	101	-11
C[C@]12CCC(=O)C[C@@H]1CC[C@@H]1[C@@H]2CC[C@]2(C)C=CC[C@@H]12	4	-14	9	.	1.0	7	220	-6	4	.	-3
CCOc1cc(/C=N/NC(=O)CCn2nc(C)cc2C)ccc1O	.	7	.	-1	0.1	8	-3	5	-8	94	6
COc1ccc(S(=O)(=O)Nc2ccc3oc(C)c(C(C)=O)c3c2)cc1	8	.	-8	.	1.6	7	60	-10	-7	102	-7
COc1ccc(NC(=O)[C@H](NC(=O)[C@@H]2Cc3ccccc3CN2)c2ccccc2)cc1	1	10	-1	27	0.4	23	-1	-5	?	103	-1
C/C(=N/NC(=O)Cc1cccs1)c1ccco1	13	9	-13	0	0.0	4	148	-7	-1	101	-2
CCN(CC)c1ccc(C(=O)OCC(=O)N2CCN(c3ccccc3)CC2)cc1	-4	0	4	-2	-0.1	8	-9	-14	5	100	6
CC(C)(C)N(Cc1ccccc1)C(=O)COC(=O)c1ccc(Br)o1	48	11	-48	-1	-5.1	19	4	3	-4	105	-7
Cc1c(NS(=O)(=O)c2ccccc2)cc(Cl)c(O)c1C	-25	-6	25	.	-0.8	3	-3	-7	-6	98	3
CCn1cc(C(=O)N2CCc3ccccc32)c(=O)c2cc(S(=O)(=O)N3CCCCCC3)ccc21	21	-7	-21	-1	1.0	24	66	-4	-3	94	-17
CCOC(=O)c1cc(NC(=O)c2ccc(Cl)cc2)c(=O)oc1-c1ccccc1	.	.	.	0	0.5	3	-13	0	-2	.	-2
CCC(=O)Nc1cccc(NC(=O)CSc2nnc(C3CC3)n2C)c1	-2	-2	2	-1	1.0	8	335	1	-5	101	0
Clc1ccc(Cn2ncc3c(NCc4cccnc4)ncnc32)cc1	.	-23	.	4	1.3	-1	-24	-1	-15	95	0
COc1ccc(C(=O)COC(=O)CCN2C(=O)C3C4C=CC(C5CC45)C3C2=O)cc1 (configuration not stated)	26	7	-26	-1	0.5	-18	-8	0	-2	112	-9
NC(=O)C1CCN(C(=O)c2ccc(C(F)(F)F)cc2)CC1	34	6	-34	-4	0.2	0	-5	-4	0	97	-1
CCOc1ccc(NC(=O)N2CC(C)OC(C)C2)cc1 (configuration not stated)	23	-1	-23	-1	0.2	8	1	-1	2	103	-1
COC(=O)c1ccc(NC(=O)CN2CCN(S(=O)(=O)c3ccc(Br)cc3)CC2)cc1	2	-5	-2	-3	3.0	10	33	10	-23	101	-4
O=C(CCN1CCN(C/C=C/c2ccccc2)CC1)Nc1ccccc1	-14	-4	14	0	0.7	2	358	-11	2	105	2
Cc1ccc(NCc2nnc(SCC(N)=O)n2CC2CCCO2)c(C)c1 (configuration not stated)	21	-7	-22	-1	1.1	-7	.	-7	-5	.	2
c1ccc(C(CN2CCOCC2)c2ccccc2)cc1	4	5	-4	-10	0.4	3	1	3	-5	105	-1
COc1ccccc1-c1nnc(SCC(=O)O)n1C	1	-17	-1	-1	-0.6	-5	1	1	-4	102	-1
Cc1nc(C)c(C(=O)OCC(=O)Nc2ccccc2SCC#N)s1	14	-11	-14	-3	-0.7	-7	-3	1	-3	159	-1
COc1ccc(C)cc1-n1c(SCC(=O)NC2CC2)nc2ccccc2c1=O	-12	0	12	-5	0.1	-8	8	1	-5	102	-2
C[C@@H]1CC[C@@]2(O[C@H](CCO)C[C@H](O)[C@H]2O)O1	8	6	-8	.	-1.7	27	-2	7	0	100	-5
COc1ccccc1-c1nnc(NC(=O)C(C)Sc2nncn2C)s1 (configuration not stated)	-12	-11	12	2	-3.1	15	-5	2	-20	104	2
CN(CC(=O)NCCC1=CCCCC1)S(=O)(=O)c1ccc2c(c1)c(=O)n(C)c(=O)n2C	-1	.	1	.	0.7	6	-7	-13	0	98	-6
CC(Oc1ccccc1)C(=O)Nc1oc(-c2ccco2)c(-c2ccco2)c1C#N (configuration not stated)	-26	-12	26	5	-1.3	-1	2	-2	-7	107	-12
Cc1cc(NS(=O)(=O)c2ccc(NC(=O)CNS(=O)(=O)c3ccccc3)cc2)nc(C)n1	-17	2	17	-1	-1.2	0	-14	-6	6	97	11
CC1SC(=NC(=O)c2ccncc2)NC1=O (configuration not stated)	7	-5	-7	-1	-1.1	5	9	-10	-1	.	-2
CCOc1ccccc1NC(=O)CSc1nnc(-c2ccccn2)n1Cc1ccco1	.	.	.	1	-0.1	-1	2	2	-2	.	-7
COc1ccc(-c2cc(C(=O)NC3CC3)c3ccccc3n2)cc1	-44	17	44	-7	-0.7	-9	14	5	-7	84	1
CS(=O)(=O)N(Cc1ccccc1)c1ccc(C(=O)NC2CCCCC2O)cc1 (configuration not stated)	.	3	.	2	0.2	-8	1	1	-6	103	18
C=CCCC(=O)N1C[C@H]2CON(C)[C@H]2C[C@H]1c1ccccc1Br	-8	5	8	.	0.3	-12	.	-19	3	100	3
Cc1ccccc1-n1c(C)nnc1SCC(=O)N1CC(=O)Nc2ccccc21	21	12	-21	2	-1.3	2	17	0	-8	83	-5
COc1ccc(-n2c(SCC(=O)NCC3CCCO3)nc3c([nH]c4ccccc43)c2=O)cc1OC (configuration not stated)	.	-13	3	-2	-2.2	22	28	5	-8	111	0
Cc1cccc(NC(=S)NC2CC3CCC(C2)N3Cc2ccco2)c1 (configuration not stated)	-10	3	10	3	-1.6	31	-12	-6	0	104	0
COc1cccc(N(CC(=O)NCc2ccccc2)C(=O)CCC(=O)Nc2nccs2)c1	-15	-5	15	-2	-2.0	-10	-6	-15	1	94	4
CCOC(=O)c1c(C)[nH]c(C)c1C(=O)COC(=O)c1cccnc1OCC	-4	.	4	3	-2.7	9	-6	3	-10	115	-3
O=C(/C=C/c1ccc(Cl)cc1Cl)N1CCN(c2ccccc2[N+](=O)[O-])CC1	-6	0	6	1	-1.0	6	-8	-3	-3	120	-4
C[C@H](CO)N1C[C@H](C)[C@@H](CN(C)S(=O)(=O)c2ccc(F)cc2)Oc2c(NS(=O)(=O)c3ccc(F)cc3)cccc2C1=O	-7	1	7	.	-0.8	-2	.	-9	-5	95	0
COc1cc(CNC(=O)c2cnc(C)cn2)cc(OC)c1	12	.	-12	-4	-1.7	7	-1	10	-3	115	4
CCCc1cc(=O)[nH]c(SCC(=O)Nc2sc(C(N)=O)c(C)c2C(=O)OCCOC)n1	28	-11	-28	.	0.5	-2	-18	1	-7	.	1
COc1ccccc1N1CCN(Cc2nc(N)nc(Nc3ccc(C)c(Cl)c3)n2)CC1	-41	.	41	1	0.4	29	234	-3	-5	109	6
Cc1nnc(NC(=O)c2ccc3c(c2)OCO3)s1	18	47	-18	0	4.4	23	-6	-5	-8	98	-2
Cc1cc(C)n2nc(SCC(=O)Nc3c(C)n(C)n(-c4ccccc4)c3=O)nc2n1	11	0	-11	-3	0.3	-11	-3	0	-3	106	-5
O=C(NCc1ccccc1)c1nccnc1CO	16	-3	-16	21	0.0	-5	12	2	1	95	-12
CCOC(=O)Cc1csc(NC(=O)COc2ccc3c(C)cc(=O)oc3c2)n1	-7	-5	7	1	-2.7	48	657	-5	-19	100	7
O=C(O)C1CCN(C(=O)c2scc3c2OCCO3)CC1	-2	.	2	-1	3.4	1	-1	5	0	115	-13
O=C(CCn1c(=O)c2sccc2n(CC(=O)OCc2ccccc2)c1=O)NCc1ccco1	-34	-9	34	-4	1.1	11	6	5	9	102	10
